# From PubChem
# tim10-1 inh: growth inhibitors of tim10-1 mutant yeast, primary screen, luminescence, uHTS. S. cerevisiae tim10-1 ts strain growth, BacTiter-Glo, 24 h. inhibition, % at 20 µM. actives 2.2% (n = 330,000). AID 463190, 2010;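 active = inhibition of at least 40%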;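 note: mutant grown at 25 °C; 0% = DMSO wells with yeast and 100% = wells holding no yeast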
# CHOP UPR activ: activators of apoptotic CHOP UPR arm, primary screen, cell-based, CHO-CHOP luciferase reporter, luminescence, uHTS | UPR activation; percent of tunicamycin response over DMSO baseline | activation, % at 10 µM | actives 0.34% (n = 330,000);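 active = at 10 µM dose, activation of 40% or more, normalized to positive control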;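 note: 100% = tunicamycin at 10 µg/mL and 0% = DMSO alone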
#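 assay system = CHO CHOP reporter cells | amount = 500 CHO-CHOP cells per well | buffer or medium = F12 with 10% FBS | incubation = 16-18 h cell attachment, then 6 h compound exposure, 37 °C | detection = luminescence read with Steady-Glo | read-out = percent activation relative to tunicamycin control | controls = tunicamycin high control, DMSO low control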
# tim23-1 inh: growth inhibitors of tim23-1 mutant yeast, primary screen, luminescence, uHTS. actives 1.3% (n = 330,000). S. cerevisiae tim23-1 growth, BacTiter-Glo luminescence, 24 h. inhibition, % at 20 µM;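 active = growth inhibition of the mutant yeast at or above 50%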;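 note: temperature-sensitive mutant grown at 25 °C; plate controls were DMSO-treated mutant yeast for no effect and medium wells lacking yeast for full effect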
# APJ agonist: agonists of human apelin receptor APJ, primary screen, CHO-K1 cells, PathHunter beta-arrestin, luminescence; P35414; 0% DMSO wells, 100% apelin; activation, % at 20 µM; actives 0.11% (n = 330,000); AID 2520, 2010;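 active = activation more than six SD over the plate average, tested at 20 µM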;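 note: 0% = DMSO alone and 100% = apelin-13 at 10 nM; some results filed as inactive read as strong as hits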
# Target sequence (P35414 whole entry, looked up): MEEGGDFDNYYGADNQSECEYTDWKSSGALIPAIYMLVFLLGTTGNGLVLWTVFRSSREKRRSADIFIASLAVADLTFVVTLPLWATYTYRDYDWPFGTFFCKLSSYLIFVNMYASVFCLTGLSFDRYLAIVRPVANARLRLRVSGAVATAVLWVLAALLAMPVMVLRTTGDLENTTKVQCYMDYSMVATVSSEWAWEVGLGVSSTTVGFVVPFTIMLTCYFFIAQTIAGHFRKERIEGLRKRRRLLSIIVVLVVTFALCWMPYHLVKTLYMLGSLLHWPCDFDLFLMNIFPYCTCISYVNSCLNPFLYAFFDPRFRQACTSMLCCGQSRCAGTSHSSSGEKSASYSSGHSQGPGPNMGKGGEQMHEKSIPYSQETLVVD
#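 system = engineered CHO-K1 APJ arrestin reporter cells | input = 1000 cells per well | timing = overnight seeding, 90 min compound at 25 °C, 1 h detection | measured by = enzyme-fragment complementation luminescence | read-out = beta-arrestin recruitment to APJ as agonist activity, luminescent signal | control set = negative DMSO alone, positive Apelin-13 at 10 nM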
# TIM10 inh: growth inhibitors of isogenic TIM10 control yeast, primary screen, counter-screen for tim10-1 yeast inhibitor project, luminescence, uHTS. S. cerevisiae TIM10 strain growth, BacTiter-Glo luminescence, 24 h. inhibition, % at 10 µM. actives 1.4% (n = 330,000). AID 463195, 2010;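 active = inhibition of 40% or more at the single tested concentration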;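 note: wild-type TIM10 isogenic control strain grown at permissive 25 °C; 0% = DMSO yeast wells and 100% = minimal medium wells without yeast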
# Mdm2-MdmX inh: inhibitors of human Mdm2-MdmX association, primary screen, cell-based, luminescence, split luciferase, SaOS-2, uHTS | inhibition, % at 8 µM | AID 485346, 2010 | actives 3% (n = 330,000) | SaOS-2 split-luciferase Mdm2/MdmX complementation | Protein Mdm4 (Homo sapiens) + E3 ubiquitin-protein ligase Mdm2 (Homo sapiens), …;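 active = inhibition of at least 50% at 8 µM in the primary screen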
# APJ antag: antagonists of human apelin receptor APJ, primary screen, CHO-K1 cells, beta-arrestin complementation, luminescence. P35414. inhibition, % at 20 µM. actives 0.32% (n = 330,000). AID 2521, 2010;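 active = inhibition above about 40% at 20 µM, limit read from the data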;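 note: cells challenged with 10 nM apelin-13 agonist together with compound; plate controls were apelin-13 plus DMSO wells for no effect and DMSO wells lacking apelin-13 for full effect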
# XBP1 UPR activ: activators of adaptive XBP1 UPR arm, primary screen, cell-based, CHO-XBP1 luciferase reporter, luminescence, uHTS; IRE1-XBP1 UPR activation; percent of tunicamycin response, DMSO as zero; activation, % at 20 µM; actives 0.33% (n = 330,000); AID 463104, 2010;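 active = versus positive control, 20 µM dose yields 30% or more activation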;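 note: 100% = tunicamycin at 10 µg/mL and 0% = DMSO only wells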
#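 Signal: luciferase luminescence; Assay system: CHO-XBP1 luciferase reporter cells; Amount: one thousand reporter cells per well; Dosing: 20 µM single concentration, DMSO 1%; Benchmarks: high control tunicamycin 10 µg/mL final, low control DMSO vehicle only; Schedule: 6 h compound exposure at 37 °C, 5% CO2; Evaluation: percent activation relative to tunicamycin reference.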
# CXCR6 inh: CXCR6 receptor inhibitors, primary screen, cell-based, beta-arrestin, luminescence, CHO-K1 PathHunter, 1536-well | AID 602244, 2012 | inhibition, % at 20 µM | actives 0.36% (n = 360,000); in the data active = inhibition above about 34%, passing the limit was not always enough;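 note: antagonist mode with CXCL16 agonist at 10 nM final; 0% = 10 nM CXCL16 with DMSO and 100% = unstimulated wells without agonist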
# Target sequence (O00574 whole entry, looked up): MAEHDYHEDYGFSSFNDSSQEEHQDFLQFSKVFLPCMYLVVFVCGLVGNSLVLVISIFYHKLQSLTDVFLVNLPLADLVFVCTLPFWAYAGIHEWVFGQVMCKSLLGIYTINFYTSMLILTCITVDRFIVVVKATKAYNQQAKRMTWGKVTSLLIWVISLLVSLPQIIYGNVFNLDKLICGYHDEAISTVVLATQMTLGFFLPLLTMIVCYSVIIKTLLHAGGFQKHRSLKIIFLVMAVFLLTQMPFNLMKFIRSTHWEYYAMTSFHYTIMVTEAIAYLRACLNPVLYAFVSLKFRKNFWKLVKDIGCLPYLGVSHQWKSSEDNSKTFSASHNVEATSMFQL
# * = called active by the depositor; & = joins results of further samples. A portion of the library, so the mix of outcomes need not match the whole.
SMILES,tim10-1 inh,CHOP UPR activ,tim23-1 inh,APJ agonist,TIM10 inh,Mdm2-MdmX inh,APJ antag,XBP1 UPR activ,CXCR6 inh
Cc1ccccc1C(=O)Nc1c(C(=O)N(CCN(C)C)Cc2ccco2)oc2ccccc12,18,1.4,3,4,19,24,-5,-3,4
O=C(CCc1nnc2ccc(N3CCC4(CC3)OCCO4)nn12)NCc1ccc(F)cc1,4,-0.8,6,0,1,-5,-1,-3,-6
O=C(CC1SC(N2CCCCC2)=NC1=O)Nc1ccc(C(=O)Nc2ccccc2)cc1 (configuration not stated),11,0.6,-5,9,9,-23,5,-3,-5
CCCCCn1c(CNC(=O)COC)nc2ccccc21,16,-2.2,16,-2,-25,4,13,-3,-5
Cc1ccccc1NC(=O)NNC(=O)c1ccc2ccccc2c1,-6,3.1,4,-3,-7,11,1,-3,4
COc1ccc(OC)c2[nH]c(=O)c(CCNC(=O)c3cc4ccccc4o3)cc12,25,-1.0,27,0,16,-6,10,-4,-4
Cc1cc(NCCCn2ccnc2)n2nc(C)c(-c3ccc(Cl)cc3)c2n1,36,-0.4,32,8,31,32,23,1,0
Cc1cc(C(F)(F)F)nn1CC(=O)N1CCOCC1,2,0.4,-1,-2,7,-9,18,-2,-6

# Whole records as entered above. Values in the order: tim10-1 inh	CHOP UPR activ	tim23-1 inh	APJ agonist	TIM10 inh	Mdm2-MdmX inh	APJ antag	XBP1 UPR activ	CXCR6 inh
# Cc1cc(C(F)(F)F)nn1CC(=O)N1CCOCC1 is listed as 2	0.4	-1	-2	7	-9	18	-2	-6
# O=C(CC1SC(N2CCCCC2)=NC1=O)Nc1ccc(C(=O)Nc2ccccc2)cc1 (configuration not stated) is listed as 11	0.6	-5	9	9	-23	5	-3	-5

# Next section
SMILES,tim10-1 inh,CHOP UPR activ,tim23-1 inh,APJ agonist,TIM10 inh,Mdm2-MdmX inh,APJ antag,XBP1 UPR activ,CXCR6 inh
CCc1nc2ccccc2nc1N1CCN(S(=O)(=O)c2c(C)cc(Cl)cc2C)CC1,8,-0.6,-1,-3,11,19,7,0,-11
Cc1nn(-c2ccccc2)c(Cl)c1/C=N/NC(=O)c1ccnn1C,13,1.9,5,0,5,1,-9,-2,-7
O=S(=O)(c1ccccc1F)N1CCN(CCOc2ccccc2)CC1,20,0.7,39,-1,13,17,-15,-2,-5
CC1=NC(C)(C)Cc2c(C)cccc21,-9,-1.8,-4,-3,9,-19,-6,-1,4
N#Cc1ccc(C(CC(=O)O)N2Cc3ccccc3C2=O)cc1 (configuration not stated),-1,0.3,13,-3,5,-1,14,4,-15
O=C(O)c1ccc(CNC(=O)c2ccccc2NC(=O)c2ccc([N+](=O)[O-])cc2)cc1,3,-1.0,12,1,5,13,-71,-5,-10
O=C(CN1CCCc2ccccc21)NC(=O)NCc1ccccc1,0,0.2,33,-2,-17,-8,0,-2,5
O=c1[nH]n(Cc2ccccc2)c(=O)c2ccccc12,29,2.7,14,0,-5,17,4,2,4
CC(=O)N1CCc2c(sc3c2c(=O)n(-c2ccccc2)c(=O)n3Cc2ccccc2Cl)C1,28,-1.2,14,-2,25,-3,-1,1,2
Cc1nn(CC(=O)N2CCN(c3ccccc3)CC2)c(C)c1[N+](=O)[O-],-5,2.3,6,2,-9,-11,-32,-2,5
COc1ccccc1-n1c(CNC(=O)c2ccco2)n[nH]c1=S,8,0.5,-6,-6,7,1,-20,-2,-1
COc1ccc(C)cc1NC(=O)CSc1ccc(-c2sc(C)nc2C)nn1,14,-0.8,16,16,-2,22,-25,-3,-37
CC(=O)CSc1nnc(Cc2ccc3c(c2)OCO3)o1,11,3.4,10,5,-5,-15,-15,0,-3
COc1ccc(N(CC(=O)NCc2cccs2)S(=O)(=O)c2c(C)nn(C)c2C)cc1,0,0.0,14,4,-14,15,12,-2,4
Fc1ccc(-c2cc(C(F)(F)F)nc(-n3cc(Cl)cn3)n2)cc1,0,-0.1,18,-6,-8,0,8,0,5
CCC(CC)C(=O)c1c[nH]c(C(=O)NC2CCCCCC2)c1,31,-2.5,38,-4,4,15,-2,-1,3
CN(C(=O)c1ccc2c(c1)OCO2)C1CCS(=O)(=O)C1 (configuration not stated),-18,2.5,0,0,-5,6,16,-1,-3
CCc1ccc(N2C(=O)/C(=C/c3cccs3)N(CC(=O)OC)C2=S)cc1,24,-1.4,0,-3,-6,17,15,-1,20
COC(=O)C(C)Sc1ccc2nnc(-c3ccc(F)cc3)n2n1 (configuration not stated),8,-2.0,11,-3,-3,19,-1,0,5
COc1ccc(NC(=O)C2(c3ccccc3)CCCC2)cc1,8,-2.8,17,-3,13,6,4,1,7
Cc1ccc(CNC(=O)CNC(=O)c2c(C)nn(C)c2Cl)cc1,9,0.1,-3,-1,10,12,3,0,4
O=C(O)CCn1cc(-c2ccc(Cl)cc2)nc1-c1ccncc1,-1,-0.7,1,-4,5,14,-2,0,-2
Cc1c(Cl)cccc1NC(=O)CCN1CCCCC1,14,-3.3,7,-3,-2,2,-1,-1,-8
CC(C)C(=O)Nc1nnc(COc2ccc(Cl)cc2)s1,-5,2.5,6,1,5,-10,11,2,4
CCCCc1ccc(NC(=O)C2CCN(S(C)(=O)=O)CC2)cc1,17,-1.1,3,-4,7,15,-5,0,0
CCC(=O)Nc1cccc(C2=NOC3(C2)C[C@H](C(N)=O)N(C(=O)Cc2ccc([N+](=O)[O-])cc2)C3)c1 (some centres not stated),2,2.5,-2,-4,1,6,15,1,0
Cc1ccc2c(c1)c1ncn(Cc3ccc(F)cc3)c(=O)c1n2C,13,-2.3,29,3,18,34,-25,5,5
CC(=O)NN1C(=O)c2ccccc2NC1c1ccco1 (configuration not stated),4,0.3,-1,-3,2,-19,11,-2,-3
CC1CCC(NC(=O)CCCn2sc3ccccc3c2=O)CC1 (configuration not stated),41*,-1.8,39,-4,2,7,-29,8,3
COc1ccc([C@H]2CC(=O)C=C(c3ccc(SC)cc3)C2)cc1,2,-0.1,-1,-5,2,4,10,-1,10
COC(=O)C1=C(C)NC(C)=C(C(=O)OC)C1C(=O)OC1CCCCC1=O (configuration not stated),21,-2.7,10,-1,-11,-9,4,-3,0&0
CCCCCC(O)(c1ccc(OCC)cc1)C(CN1CCOCC1)c1ccccc1 (configuration not stated),29,0.0,41,-3,26,16,24,1,12
COc1cc(C)ccc1N(CCCN1C(=O)c2cccc3cccc(c23)C1=O)C(=O)c1cccs1,18,1.3,23,-1,-6,-7,-5,1,-2
NC(=O)C1(N2CCCCC2)CCN(C(=O)c2ccc(C#Cc3ccccc3)o2)CC1,19,-3.8,36,0,4,15,-2,3,3
Cc1cc(=O)[nH]c(N/N=C/c2c(C)nn(-c3ccccc3)c2Cl)n1,9,0.2,14,0,10,15,6,4,-19
CCOC(=O)c1c(-c2ccccc2Cl)csc1NC(=O)c1cc(S(=O)(=O)N2CCOCC2)ccc1C,14,0.9,7,-3,28,8,5,-4,-7
COC(=O)C(NC(=O)c1ccco1)(Nc1ccc(Br)cn1)C(F)(F)F (configuration not stated),-3,-1.8,1,-3,-17,-2,9,2,7
Cc1ccc(S(=O)(=O)N[C@H](C(=O)Oc2ccc3c(C(F)(F)F)cc(=O)oc3c2)c2ccccc2)cc1,28,-1.2,15,-1,11,18,-10,2,-10
CCCCNC(=O)CC1N=C2c3ccccc3N=C(SCC(=O)Nc3cccc(C)c3)N2C1=O (configuration not stated),11,-1.0,13,3,8,-18,13,-2,1
COc1ccc(C)cc1N(CC(=O)N1CCc2ccccc2C1)S(C)(=O)=O,14,0.5,8,-3,20,17,10,5,3
COc1ccc(C=NCC2OCCc3ccccc32)cc1OC (configuration not stated),10,-0.2,16,-3,-20,-8,-3,-3,3
CSc1ccc(CCNC(=O)c2cccc3c2C(=O)N(C2CCCCC2)C3)cc1,42*,0.8,36,-3,23,39,17,-5,6
CC(=O)N1N=C(c2ccccc2)CC1c1cn(C)c2ccccc12 (configuration not stated),-3,4.2,33,-3,11,6,19,0,-4
O=C(CSc1n[nH]c(-c2cccs2)n1)NCc1ccc2c(c1)OCO2,6,0.5,6,-4,-6,8,24,1,4
CCN(C(=O)CSc1nc2ccc([N+](=O)[O-])cc2s1)C1CCS(=O)(=O)C1 (configuration not stated),10,-2.4,11,4,7,-17,-5,-4,2
CS(=O)(=O)N(CC(=O)N1CCc2ccccc2C1)c1ccc2c(c1)OCO2,15,-1.5,19,-7,7,-5,7,-3,-2
CN(C)C(=O)C(NC(=O)c1ccccc1)=C(Cl)Cl,-18,-0.3,-1,-1,-8,0,5,-2,-8
CCC(=O)N1CCc2cc(S(=O)(=O)N3CCN(c4ccccn4)CC3)ccc21,43*,-0.6,23,0,44*,6,6,0,0
O=C(C1CCCN(S(=O)(=O)c2ccc(Cl)cc2)C1)N1CCCC1 (configuration not stated),10,0.9,7,-4,-16,-6,-1,0,4
Cn1nc(C(=O)N2CCN(S(=O)(=O)c3ccccc3)CC2)c2ccccc2c1=O,23,0.5,11,-2,-4,-1,10,0,-4
Cc1ccc2occ(/C=N/NC(=O)c3ccccc3C)c(=O)c2c1,18,0.3,40,1,21,69*,25,18,-9
c1ccc(Cn2cc(-c3cccnc3)cn2)cc1,15,-0.4,32,-1,-102,16,-4,3,-2
COc1ccc(Nc2ncc(C(=O)N3CCN(c4ccccc4OC)CC3)c3ccccc23)cc1,31,2.7,28,3,32,34,-4,2,4
CC(C)(C)c1csc(NC(=O)CS(=O)(=O)c2ccccc2)n1,22,1.7,26,-2,10,5,-6,6,-7
CC(C)(C)NC(=O)C(c1ccccn1)N(C(=O)C1CSC(=O)C1)c1ccccc1F (configuration not stated),1,-2.2,-1,-3,-3,-8,-22,2,0
CC(=O)n1cc(C(C[N+](=O)[O-])SCCN)c2ccccc21 (configuration not stated),23,138*,89*,-2,91*,26,1,5,3
CCCN(C(=O)CCNC(=O)c1ccc(Cl)cc1)c1c(N)n(Cc2ccccc2)c(=O)[nH]c1=O,13,-0.8,6,-2,11,-2,-8,-3,4
O=C(CCc1nc(-c2ccccc2Cl)no1)NC1CCCCC1,31,-0.2,25,-1,5,5,7,-2,-2
O=C(Nc1ccc(F)cc1F)c1cccc(S(=O)(=O)N2CCCCC2)c1,46*,1.2,41,2,12,-13,-26,-1,0
